Screening data deposited in PubChem BioAssay by several laboratories.
human PMI inhibitors: human PMI inhibitors, high substrate, primary screen, biochemical, fluorescence intensity, high mannose 6-phosphate (AID 1220); 190,000 tested, 0.66% active; inhibition, % at 20 µM; hits with a dose series show IC50 in µM; recombinant PMI enzyme, coupled fluorescence intensity; higher % means a stronger effect
Insulin prom up: insulin promoter activators in MIN6 cells, imaging, high-content screening, mouse beta cells | AID 1625, 2009 | 190,000 tested, 0.3% active | MIN6 insulin promoter-GFP reporter; stronger effect = higher value | z-score at 5 µM;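 active means z-score above 3 at 5 µM with at least 500 cells counted in the well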
Lipid droplet: inhibitors of hepatocyte lipid droplet formation, primary screen, imaging, high-throughput imaging, BODIPY stain. inhibition, % at 6.5 µM. AML12 mouse hepatocytes, oleate lipid droplets. AID 1656, 2009. 240,000 tested, 0.4% active;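 active means lipid droplet intensity inhibited by at least 50%, with more than 500 cells counted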
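Material: mouse AML12 hepatocyte cell line, fixed after treatment; Timing: compound with oleate, overnight; Technique: high-content imaging of BODIPY-stained droplets and DAPI nuclei; Probe or stimulus: oleate, 100 µM final; Dosing: compound at 6.5 µM only.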
human PMI inhibition: inhibitors of human PMI, primary screen, biochemical, fluorescence intensity, coupled assay (AID 1209); Mannose-6-phosphate isomerase (Homo sapiens); purified PMI enzyme, coupled fluorescence intensity; higher % means a stronger effect; one-dose inhibition, % at 20 µM; IC50 in µM for titrated hits; 190,000 tested, 0.42% active;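 further: plate controls were DMSO vehicle for no effect and wells lacking substrate for full effect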
Autophagy mod: autophagy modulators in MEF cells, primary screen, imaging, high-content, MEF GFP-LC3; MEF GFP-LC3 puncta imaging; test concentration mostly 10 µM; calls only at 10 µM (by protocol); 190,000 tested, 0.98% active; AID 463193, 2010;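 active means percentage of spot-positive cells more than 3 SD above its plate mean, without a fluorescence outlier flag or 80% toxicity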;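 further: spot-positive cell cutoff set from DMSO-treated cells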
TNAP activators: human TNAP enzyme activators, primary screen, biochemical, luminescent, no phosphate acceptor, uHTS (AID 1001) | one-dose activation fold at 20 µM; EC50 in µM for titrated hits | 200,000 tested, 0.03% active | purified TNAP, luminescent activation assay, no phosphate acceptor; higher activation fold means a stronger effect; in the data active means activation fold from about 3, or a potency from the dose series; inactive means the rest, 99 in 100 with activation fold below about 1.6; further: many of its hits are not listed in these tables
T cell modulator: modulators of CD8 T cell-vesicle binding, primary screen, mouse 2C CD8+ T cells, flow cytometry | 2C CD8+ T cell-vesicle binding; stronger effect = lower value | calls only at 7 µM | 330,000 tested, 0.068% active;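 active means response, share of CD8 T cells binding vesicles, and their 90th percentile fluorescence all below set limits, cut at about 80% in these data, passing the limit was not always enough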
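Incubation: binding step 1.5 h, 37 °C, antibody labelling 20 min, ice; system: murine 2C transgenic CD8+ T lymphocytes; technique: cytometric PE anti-B7-1 and Alexa647 anti-CD8 signals after 1% paraformaldehyde fixation; also added: QL9-charged Drosophila Ld/ICAM-1/B7-1 vesicles; control set: naked versus QL9-loaded vesicles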
bCat nuc transl: modulators of beta-catenin nuclear translocation, primary screen, imaging, HeLa cells, immunofluorescence, high-content; AID 1665, 2009; nuclear translocation activity, % at 5 µM; 190,000 tested, 0.3% active;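 active means nuclear translocation activity above 50% at 5 µM, with a well cell count of 50 or more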;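 further: per-cell ratio of nuclear to cytoplasmic median beta-catenin stain intensity; plate controls were DMSO negative control for no effect and GSK-3 inhibitor IX positive control for full effect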
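Test system: human HeLa cell line; Doses: 5 µM primary, 0.02–20 µM confirmation; Incubation: 24 h compound exposure, 37°C; Detection: beta-catenin immunofluorescence imaging with DAPI; Read-out: beta-catenin nuclear/cytoplasmic ratio, % activation.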
MT stabilizer: microtubule stabilizers in HeLa cells, primary screen, imaging, high-content imaging; 200,000 tested, 0.83% active; HeLa tubulin immunostaining HCS, 24 h; share of cells brighter than vehicle mean+2SD; % tubulin-high responders, % at 10 µM;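 active means plate Z-score above 3 for both tubulin-high and condensed-nucleus cell shares, with cell loss under 80%, at 10 µM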;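 further: anti alpha tubulin signal scored within the nucleus-defined area of each cell; some results filed as inactive read as strong as hits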
Insulin prom up cell count: recorded beside Insulin prom up, whose call it bears; cell count; measured here: cytotoxicity, nuclei count;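 total cells summed across four imaged fields per well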
Lipid droplet cells 6.5 µM: further read-out of Lipid droplet, marked with its call; cell count; measured here: cell count, cytotoxicity flag;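 cells counted across two imaged fields per well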
bCat nuc transl cell count 5 µM: further read-out of bCat nuc transl, marked with its call; cell count; measured here: cell count, cytotoxicity flag
T cell modulator vesicle-bound %: second read-out of T cell modulator, no call of its own (marks repeat the call); double positive events, %; measured here: CD8+ vesicle-bound cell fraction;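 binding gate set so that unloaded-vesicle control wells show 10% double positive cells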
MT stabilizer Hoechst-high %: recorded beside MT stabilizer, whose call it bears; % Hoechst-high responders; measured here: nuclear condensation Hoechst responders;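 share of cells brighter than vehicle mean plus two SD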
MT stabilizer cytotoxicity %: also measured in MT stabilizer; calls as there; toxicity, %; measured here: cytotoxicity by cell density;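 0% = mean cell density of plate MIN control wells and 100% = no cells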
Autophagy mod cell loss 18 h: second read-out of Autophagy mod, no call of its own (marks repeat the call); toxicity, %; measured here: cell loss, nuclei count;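 cell loss after 18 h compound exposure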
Starred values were filed as active, the others as inactive; i = inactive; x = not tested or not shown. Unless noted, no stated cut-off is given here; in the data, active means inhibition above about 50%; inactive means the rest.

#	SMILES	human PMI inhibitors	Insulin prom up	Insulin prom up cell count	Lipid droplet	Lipid droplet cells 6.5 µM	human PMI inhibition	Autophagy mod	Autophagy mod cell loss 18 h	TNAP activators	T cell modulator	T cell modulator vesicle-bound %	bCat nuc transl	bCat nuc transl cell count 5 µM	MT stabilizer	MT stabilizer Hoechst-high %	MT stabilizer cytotoxicity %
1	CCc1c(O)nc(SCC(=O)c2ccccc2)n(-c2ccccc2)c1=O	x	-0.02	1026	-3.3	718	x	x	x	x	i	22.0	0.5	1300	x	x	x
2	Cc1cc(C)nc(NC(=O)CN2C(=O)c3ccccc3C2=O)n1	15.5%	-0.09	1209	x	x	6.5%	i	17.8	1.1	i	17.4	-4.0	972	5.2	3.3	4.3
3	Cc1c(Br)c([N+](=O)[O-])nn1CC(=O)NCC1CCCO1 (stereo not given)	12.0%	-0.04	1404	10.5	660	10.3%	i	-2.8	1.1	i	4.5	1.3	953	3.7	0.7	6.8
4	C/C(=N/NC(=O)c1ccc(Br)o1)c1cccc(NC(=O)c2ccc(C)o2)c1	-5.2%	-0.65	1219	1.9	632	-8.8%	i	-11.8	1	i	45.7	-4.8	562	4.6	3.0	10.0
5	COc1ccccc1-c1nc(-c2ccccc2)nc(N2CCN(C)CC2)c1C#N	11.3%	0.52	1452	34.1	672	16.5%	i	12.9	1	i	49.9	5.8	983	5.3	3.8	6.0
6	COc1ccc(S(=O)(=O)Nc2ccc3c(c2)OCO3)cc1OC	1.6%	-0.06	1783	-4.9	670	4.0%	i	40.2	0.9	i	57.4	0.5	1068	8.0	3.1	10.4
7	CC(=O)N1CCN(C(=S)c2ccc(N(C)C)cc2)CC1	-3.6%	-0.78	1120	x	x	4.0%	i	-4.6	1.1	i	57.2	0.5	727	4.2	2.3	5.9
8	Cc1ccc(NS(=O)(=O)c2ccc(Br)cc2)nc1	0.3%	0.08	1370	14.2	765	-2.1%	i	-29.8	1.1	i	38.4	0.6	1500	1.7	1.7	8.8
9	CN1C(=O)c2ccccc2C(C(=O)NCCCN2CCCC2)C1c1c[nH]c2ccccc12 (stereo not given)	3.2%	-1.45	862	-4.1	757	8.7%	i	-5.1	1.1	i	44.9	-4.7	1250	2.3	1.8	9.5
10	CCn1ccc(C(=O)Nc2c(C)nn(Cc3c(F)c(F)c(F)c(F)c3F)c2C)n1	-6.9%	-0.35	1252	-26.5	702	-8.4%	i	-7.3	1.1	i	22.5	x	x	2.3	2.7	2.8
11	Cc1nc(-c2ccc(NC(=O)/C=C\C(=O)O)cc2)cs1	-9.8%	0.01	1552	-1.9	693	-17.7%	i	1.0	1.2	i	29.3	-4.7	1125	2.2	1.8	3.1
12	CCOC(=O)c1ccccc1NC(=S)N1CCC(C(N)=O)CC1	-1.2%	0.46	1276	-8.4	743	0.5%	i	-19.5	1.1	i	33.7	0.9	1078	2.3	3.4	8.4
13	COc1ccc(Cc2c(O)nc(SCC(=O)N3CCOCC3)[nH]c2=O)cc1	x	-0.52	1120	-4.9	773	x	x	x	x	i	27.0	0.7	1327	x	x	x
14	O=C(CC1SC(=Nc2ccccc2F)N(CCN2CCOCC2)C1=O)Nc1ccc(F)cc1F (stereo not given)	-14.2%	-1.14	1331	-5.6	700	-13.4%	i	5.2	1.1	i	9.0	-0.4	1053	1.0	1.1	6.3
15	COC(c1ccccc1)c1nnc(CCC(=O)NCc2ccc3ncccc3c2)o1 (stereo not given)	x	x	x	0.3	672	x	i	4.3	1.1	i	57.3	-0.6	1575	2.5	1.9	4.8
16	COc1cc(CN2CCC(CO)(CCOc3ccccc3)CC2)cc(OC)c1OC	9.1%	x	x	22.6	743	10.1%	i	-7.3	1	i	62.7	1.2	942	x	x	x
17	O=C(Nc1ccc(S(=O)(=O)Nc2ncccn2)cc1)c1ccc(F)c(S(=O)(=O)N2CCOCC2)c1	x	0.01	984	-2.4	647	x	x	x	x	i	30.6	-0.1	1418	x	x	x
18	COc1ccc(S(=O)(=O)N(C)CC(=O)NC2CCCC2)cc1Cl	10.5%	0.02	1115	0.6	733	1.0%	i	-1.8	1	i	60.6	0.0	1074	4.6	2.3	3.0
19	C#CC(C)(C)NC(=O)c1ccccc1OC	5.3%	-0.15	1262	-0.6	707	6.5%	i	-46.6	1.1	i	59.2	-0.6	1108	2.8	1.9	0.7
20	CC(NC(=O)NC1CCCCC1)C(c1cccs1)N1CCN(Cc2ccccc2)CC1 (stereo not given)	10.4%	-0.2	2044	9.9	605	8.2%	i	2.8	1.2	i	27.3	-1.3	1145	4.4	3.6	10.9
21	O=C(Cc1cccc2ccccc12)N/N=C/c1ccncc1	-4.9%	0.45	1517	-3.7	733	2.0%	i	10.6	1	i	42.6	0.6	954	2.4	2.3	4.7
22	COc1ccccc1C1OC(c2cccc([N+](=O)[O-])c2)=NN1C(C)=O (stereo not given)	-3.9%	-0.36	1347	6.7	701	1.5%	i	31.4	1	i	36.3	-0.7	1489	4.1	1.8	6.6
23	CN1CCCc2cc3c(C(F)(F)F)cc(=O)oc3nc21	22.4%	1.38	1373	x	x	-6.7%	i	18.1	1.3	i	58.8	-6.2	801	5.6	2.3	2.8
24	CN(C)c1ccc(N=C/C=C2/N(C)c3ccccc3C2(C)C)cc1	18.9%	-1.06	904	-43.0	490	17.8%	i	10.8	0.8	x	x	-0.8	926	5.8	0.8	1.6
25	O=[N+]([O-])c1ccccc1S(=O)(=O)NCc1ccco1	1.0%	0.16	1628	9.7	639	-0.5%	i	14.1	1.1	i	44.0	-4.5	1129	1.8	1.5	2.2

2 entries from above, reformatted:
11: Cc1nc(-c2ccc(NC(=O)/C=C\C(=O)O)cc2)cs1
12: CCOC(=O)c1ccccc1NC(=S)N1CCC(C(N)=O)CC1

| Assay by compound | 11 | 12 |
| --- | --- | --- |
| human PMI inhibitors | -9.8% | -1.2% |
| Insulin prom up | 0.01 | 0.46 |
| Insulin prom up cell count | 1552 | 1276 |
| Lipid droplet | -1.9 | -8.4 |
| Lipid droplet cells 6.5 µM | 693 | 743 |
| human PMI inhibition | -17.7% | 0.5% |
| Autophagy mod | i | i |
| Autophagy mod cell loss 18 h | 1.0 | -19.5 |
| TNAP activators | 1.2 | 1.1 |
| T cell modulator | i | i |
| T cell modulator vesicle-bound % | 29.3 | 33.7 |
| bCat nuc transl | -4.7 | 0.9 |
| bCat nuc transl cell count 5 µM | 1125 | 1078 |
| MT stabilizer | 2.2 | 2.3 |
| MT stabilizer Hoechst-high % | 1.8 | 3.4 |
| MT stabilizer cytotoxicity % | 3.1 | 8.4 |

Later entries:
#	SMILES	human PMI inhibitors	Insulin prom up	Insulin prom up cell count	Lipid droplet	Lipid droplet cells 6.5 µM	human PMI inhibition	Autophagy mod	Autophagy mod cell loss 18 h	TNAP activators	T cell modulator	T cell modulator vesicle-bound %	bCat nuc transl	bCat nuc transl cell count 5 µM	MT stabilizer	MT stabilizer Hoechst-high %	MT stabilizer cytotoxicity %
26	COc1ccc(OC)c(NC(=O)CSc2nnc3ccc(-c4ccncc4)nn23)c1	0.9%	0.62	1280	-11.7	627	-1.3%	i	2.8	1.1	i	36.1	-1.1	1148	0.5	2.2	11.0
27	C=CCn1c(N2CCCCCC2)nc2c1c(=O)n(C)c(=O)n2C	-5.0%	-2.35	1151	x	x	-16.9%	i	22.1	1.1	i	10.8	-8.2	998	3.0	1.7	7.8
28	CN1CCN(C(=O)c2cc3c(C(F)(F)F)nn(C)c3s2)CC1	1.1%	-0.51	1910	28.0	597	2.9%	i	-30.4	1.1	i	30.3	-0.7	1062	2.2	1.4	6.4
29	CCOc1ccc(OCC)c(NC(=O)CN2CCC(NC(=O)c3cccc(F)c3)CC2)c1	1.5%	-0.93	1109	x	x	-2.0%	i	-4.6	1.1	i	55.3	-5.7	846	6.6	2.1	11.1
30	CCOC(=O)c1sc(NS(=O)(=O)c2ccc(C)cc2)nc1C	15.3%	x	x	x	x	5.9%	i	5.2	1	i	27.8	x	x	3.1	1.4	5.1
31	CCOc1cccc(N(C(=O)Cc2cccs2)C(C(=O)NC2CCCCC2)c2cccn2C)c1 (stereo not given)	-4.1%	x	x	-5.8	713	-0.4%	i	40.5	1	i	40.0	-2.3	1172	3.9	3.0	8.8
32	CCOC(=O)c1cc(/C(C)=N/OC(=O)c2ccc(Cl)cc2)on1	x	-0.02	1389	-5.2	696	x	x	x	x	i	37.7	0.0	1178	x	x	x
33	O=C(Cc1ccc(Cl)cc1)NCCS(=O)c1ccc(Cl)cc1 (stereo not given)	8.0%	0.84	1485	x	x	7.1%	i	0.2	1.1	i	44.0	2.9	1386	1.4	1.8	1.0
34	CC(=O)OCC1=C(C(=O)O)N2C(=O)C(NC(=O)c3ccc(COc4ccc(Cl)cc4)o3)C2SC1 (stereo not given)	18.7%	0.24	1229	12.4	711	8.2%	i	5.1	1.1	i	13.6	0.5	1104	1.4	1.5	6.3
35	COc1ccc(S(=O)(=O)NN(C)C)cc1N(C)S(=O)(=O)c1ccc(Cl)cc1	8.9%	-0.08	1356	-1.7	641	12.3%	x	x	1	i	49.2	-1.7	1028	4.3	1.5	1.9
36	OC(CNCC1CCCO1)COc1ccc(OCC(O)CNCC2CCCO2)cc1 (stereo not given)	5.5%	x	x	8.7	781	3.7%	i	5.4	1.1	i	39.5	2.0	1018	4.0	2.0	1.3
37	O=C(Cc1ccc(F)cc1)Nc1nnc(SCC(=O)N2CCCCC2)s1	-5.4%	0.57	1151	8.0	722	-4.7%	i	-43.1	1.1	i	46.2	0.7	1060	1.6	1.6	6.5
38	NC(=O)c1sc2nc3c(c(-c4cccs4)c2c1N)CCCCC3	1.5%	0.32	1479	x	x	-0.5%	i	11.4	1.1	i	63.6	0.5	819	2.0	1.9	0.7
39	Cc1ccc(N2C(=O)[C@@H]3[C@H](C2=O)[C@H]2C=CC=NN2[C@@H]3C(=O)Nc2ccccc2)cc1	x	0.01	1319	0.2	638	x	x	x	x	i	18.6	-4.5	1164	x	x	x
